Compound activity as filed in PubChem.
TLR9-MyD88 inh: inhibitors of human TLR9-MyD88 binding; AID 504734; hit rate 0.21% among 340,000; CHO BLA complementation TLR9-MyD88, CCF4 FRET ratio; inhibition, % at 4.98 µM;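 active = inhibition above the mean over all tested compounds plus 3 SD, cut at about 21% in these data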;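 also: 0% = DMSO only wells and 100% = clavulanate BLA inhibitor control wells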
Exocytosis inh: lytic granule exocytosis inhibition. TALL-104 LAMP-1 surface exposure, flow cytometry; cells stimulated with thapsigargin and PMA. inhibition, % at 10 µM. hit rate 0.66% among 360,000;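 active = inhibition above about 55%, limit read from the data; inconclusive = no clear call, values can overlap the other calls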
NOD2 RIPK2 PPI: NOD2-RIPK2 protein interaction inhibition; O43353; inhibition, % at 4.98 µM; AID 624267; CHO BLA complementation NOD2-RIPK2, CCF4 ratio; hit rate 0.38% among 360,000; in the data active = inhibition above about 21%;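 also: 0% = vehicle only and 100% = reference blocker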
NCOA2 inhibitor: human SRC2 (NCOA2) inhibition. Q15596. HEK293 GAL4-SRC2 luciferase reporter, luminescence. inhibition, % at 9 µM. hit rate 0.17% among 370,000. AID 651957;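 active = inhibition above the mean inhibition of all tested compounds plus 3 SD, set per campaign, cut at about 52% in these data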;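 also: 0% = DMSO treated cells and 100% = cells given Gossypol at 36 µM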
TROY NFkB inh: inhibitors of TROY-dependent NF-kB signaling; Q293 LMP1-TROYcd NF-kB luciferase reporter, 4 h; inhibition, % at 10 µM; hit rate 0.98% among 360,000; AID 1347056;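 active = compounds whose plate-normalised and pattern-corrected inhibition of the luciferase reporter signal at the single screening dose is 50% or more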
NR5A2 inv ag: inverse agonists of human LRH-1 (NR5A2); O00482; HEK293T StAR-luciferase reporter, LRH-1 transfected, 24 h; inhibition, % at 3.6 µM; hit rate 0.13% among 360,000;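 active = inhibition above the mean inhibition of all tested compounds plus 3 SD, cut at about 73% in these data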;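 also: 0% = DMSO wells and 100% = reporter-only cells lacking LRH-1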
NCOA3 inh: inhibits human SRC3 coactivator; Q9Y6Q9; HEK293 GAL4-SRC3 luciferase reporter, luminescence; inhibition, % at 3.6 µM; hit rate 0.17% among 360,000;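 active = inhibition above a per-campaign cutoff, the mean of all compounds plus 3 SD, cut at about 60% in these data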;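 also: 0% = DMSO-treated cells and 100% = gossypol-treated cells at 36 µM; higher means less SRC3-driven luciferase light from the GAL4 reporter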
Target sequence (Q9Y6Q9 whole entry, looked up, the tested form may be a part): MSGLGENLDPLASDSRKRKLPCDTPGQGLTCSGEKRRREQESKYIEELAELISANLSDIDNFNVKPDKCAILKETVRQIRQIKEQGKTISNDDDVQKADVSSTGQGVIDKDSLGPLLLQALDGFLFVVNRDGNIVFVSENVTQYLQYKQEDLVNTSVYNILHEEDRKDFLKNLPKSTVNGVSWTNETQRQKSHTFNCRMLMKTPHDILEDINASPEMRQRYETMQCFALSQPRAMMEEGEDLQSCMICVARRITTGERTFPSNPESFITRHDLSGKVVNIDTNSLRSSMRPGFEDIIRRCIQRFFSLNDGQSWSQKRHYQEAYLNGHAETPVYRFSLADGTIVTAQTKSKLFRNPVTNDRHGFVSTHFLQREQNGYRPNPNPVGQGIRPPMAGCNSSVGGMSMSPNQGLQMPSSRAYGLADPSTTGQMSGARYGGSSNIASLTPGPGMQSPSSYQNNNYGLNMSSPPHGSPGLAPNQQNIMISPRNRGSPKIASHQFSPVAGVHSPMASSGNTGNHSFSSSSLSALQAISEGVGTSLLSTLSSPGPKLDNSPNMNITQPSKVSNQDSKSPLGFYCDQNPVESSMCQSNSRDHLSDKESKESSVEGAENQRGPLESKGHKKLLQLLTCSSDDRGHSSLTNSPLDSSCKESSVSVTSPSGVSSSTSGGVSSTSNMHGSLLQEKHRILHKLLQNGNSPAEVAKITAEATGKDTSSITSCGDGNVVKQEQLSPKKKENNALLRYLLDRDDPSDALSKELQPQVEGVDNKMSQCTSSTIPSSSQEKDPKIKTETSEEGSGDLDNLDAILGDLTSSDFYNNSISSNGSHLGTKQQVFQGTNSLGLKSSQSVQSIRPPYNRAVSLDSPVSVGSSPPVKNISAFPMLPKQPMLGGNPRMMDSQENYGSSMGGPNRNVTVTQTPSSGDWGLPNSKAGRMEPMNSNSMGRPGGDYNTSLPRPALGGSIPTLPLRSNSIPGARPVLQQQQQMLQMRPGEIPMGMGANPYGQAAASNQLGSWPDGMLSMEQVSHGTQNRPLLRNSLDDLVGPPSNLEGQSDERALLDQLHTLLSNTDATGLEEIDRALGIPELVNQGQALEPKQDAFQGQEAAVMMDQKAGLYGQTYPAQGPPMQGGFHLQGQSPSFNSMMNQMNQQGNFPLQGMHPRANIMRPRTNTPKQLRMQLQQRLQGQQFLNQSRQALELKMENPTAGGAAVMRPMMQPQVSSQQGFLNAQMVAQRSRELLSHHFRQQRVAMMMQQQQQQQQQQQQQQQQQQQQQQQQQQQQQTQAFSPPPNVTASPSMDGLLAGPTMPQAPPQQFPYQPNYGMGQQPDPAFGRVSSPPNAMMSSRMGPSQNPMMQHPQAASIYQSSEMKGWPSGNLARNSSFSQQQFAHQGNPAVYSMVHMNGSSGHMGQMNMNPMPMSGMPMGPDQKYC
COUP-TFII inh: blocks human COUP-TFII nuclear receptor; P24468; HEK293T NGFI-A luciferase reporter, luminescence; inhibition, % at 8.6 µM; hit rate 0.7% among 370,000;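 active = inhibition above a per-plate cutoff, mean inhibition of test wells between control levels plus 3 SD, cut at about 38% in these data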;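 also: cells cotransfected with COUP-TFII expression vector driving the NGFI-A reporter; 0% = median of COUP-TF2 test wells and 100% = reporter-only cells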
ABHD5-PLIN5 inh: blocks binding of human ABHD5 to perilipin-5; Q00G26+Q8WTS1; Split G. princeps luciferase complementation, luminescence, 4 h; inhibition, % at 4 µM; hit rate 0.78% among 360,000; AID 602281;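 active = inhibition above the mean inhibition across every tested compound plus 3 SD, cut at about 22% in these data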;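 also: 0% = DMSO only wells and the 100% control is not disclosed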
TWEAK Fn14 block: blocks TWEAK-Fn14 interaction in a reporter cell assay. AID 1159606. TWEAK-stimulated Fn14 reporter cells, luciferase luminescence, 8 h. hit rate 2% among 360,000. inhibition, % at 10 µM; in the data active = inhibition above about 50%
NCOA1 inh: inhibitors of human steroid receptor coactivator 1 (SRC1). Q15788. HEK293 GAL4-SRC1 luciferase reporter, luminescence. inhibition, % at 3.6 µM. hit rate 0.12% among 360,000. AID 588354;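 active = inhibition above the campaign mean plus 3 SD, with each screening campaign given its own cutoff, cut at about 60% in these data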;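 also: 0% = DMSO treated cells and 100% = gossypol at 36 µM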
An asterisk follows results filed as active; ? = inconclusive; nt = no result given. These rows are one share of the data; count on the stated rates, not on these rows.

nr	Compound	TLR9-MyD88 inh	Exocytosis inh	NOD2 RIPK2 PPI	NCOA2 inhibitor	TROY NFkB inh	NR5A2 inv ag
1	COc1ccc(NC(=O)c2ccc3c(c2)C(=O)N(CC2CCCO2)C3=O)cc1O (stereo unspecified)	-2	0	8	-4	-11	-15
2	O=C(CSCc1ccc(Br)cc1)N=Nc1c(O)[nH]c2ccccc12	-4	5	-4	6	12	15
3	O=S(=O)(CCc1nc2ccccc2s1)c1ccc(Cl)cc1	10	12	-5	-14	-27	7
4	Cc1cc(NC(=O)c2c(C)noc2C)no1	3	-6	-4	-14	-1	-2
5	CCOc1cc(C(=O)Nc2ccc(C)cc2O)ccc1OCC(=O)N1CCOCC1	11	-10	-2	-6	-28	6
6	COc1ccccc1/C=C/C(=O)NCC(=O)N/N=C/c1ccc(C(=O)O)cc1	11	0	-1	-14	-15	1
7	O=C(Nc1ccccc1)C1C(c2ccccc2)C1(Cl)Cl (stereo unspecified)	-2	46	-5	-7	15	7
8	Cc1ccccc1Cn1ccc(NC(=O)CCSc2nc(-c3ccco3)cc(C(F)(F)F)n2)n1	-13	1	-3	8	13	-11
9	COC(=O)Nc1ccc(S(=O)(=O)NNC(=O)c2c(O)c3ccccc3n(C)c2=O)cc1	-5	3	-5	-20	12	7
10	CCOC(=O)c1sc(NC(=O)CCN2CCOCC2)c(C(=O)OCC)c1C	4	-3	4	-2	-5	24

nr	NCOA3 inh	COUP-TFII inh	ABHD5-PLIN5 inh	TWEAK Fn14 block	NCOA1 inh
1	12	-4	-2	-1	-18
2	-26	-8	-3	-9	11
3	9	10	-3	11	0
4	22	-10	-9	-4	7
5	-14	12	-8	-8	-34
6	-1	9	13	-1	10
7	-10	23	0	-18	6
8	-8	15	-2	20	0
9	1	-17	-9	-1	-1
10	16	-1	2	12	-5

The list continues:
nr	Compound	TLR9-MyD88 inh	Exocytosis inh	NOD2 RIPK2 PPI	NCOA2 inhibitor	TROY NFkB inh	NR5A2 inv ag
11	Cc1nn(C)cc1CNC(=O)c1cc2n(n1)C(C(F)(F)F)CC(c1cccs1)N2 (stereo unspecified)	0	-4	5	-8	8	15
12	Cc1ccc(NC(=O)CN(C)C(=O)c2nn(C)c(=O)c3ccccc23)cc1	8	1	-9	17	-3	3
13	O=C(NN1C(=O)c2ccccc2NC1c1ccco1)c1ccccc1 (stereo unspecified)	1	2	-6	-12	-12	-27
14	Cc1c(C(=O)N2CCC(n3nccc3NC(=O)C3CC3)CC2)[nH]c2ccc(Cl)cc12	6	4	-1	-22	-1	2
15	CNc1nc2c(C)cccn2c(=O)c1C=NCc1ccccc1	2	0	-1	-11	-27	-4
16	N#Cc1ccccc1NS(=O)(=O)c1cc2c3c(c1)CCC(=O)N3CCC2	-14	3	-8	-7	-9	3
17	CC1CC(C)CN(S(=O)(=O)c2ccc3c(c2)oc(=O)n3CC(=O)N2CCOCC2)C1 (stereo unspecified)	-2	0	-1	-9	3	2
18	O=C(Nc1ccc(S(=O)(=O)N2CCOCC2)cc1)c1ccc2c(c1)OCO2	-3	-2	0	-12	-4	10
19	COc1cccc(OC)c1C(=O)Nc1cccc(C(=O)Nc2cccc(C(=O)O)c2)c1	-1	22	-2	-34	-6	-10
20	O=[N+]([O-])c1ccc(N2CCOCC2)cc1SCc1ccco1	-5	-6	6	10	18	11

nr	NCOA3 inh	COUP-TFII inh	ABHD5-PLIN5 inh	TWEAK Fn14 block	NCOA1 inh
11	13	29	-10	8	1
12	19	15	2	-8	3
13	6	-35	5	-9	-24
14	7	-19	3	-4	-20
15	2	0	-2	-16	-13
16	4	19	7	9	-16
17	-6	-11	9	16	2
18	6	-10	1	-3	-16
19	1	-24	3	25	0
20	7	8	20	20	-3

(list continues)
nr	Compound	TLR9-MyD88 inh	Exocytosis inh	NOD2 RIPK2 PPI	NCOA2 inhibitor	TROY NFkB inh	NR5A2 inv ag
21	C=CCN=C1S/C(=C\c2ccc(N(C)C)cc2)C(=O)N1CC=C	-5	4	-5	-51	0	-40
22	COc1c(Br)cc(Br)cc1/C=N/NC(=O)c1ccncc1	-2	0	-3	0	-5	-1
23	CCC(CC)c1nc2ccccc2c(=O)[nH]1	2	9	-5	10	-3	8
24	COc1ccc(C2C(C(=O)Nc3cc(OC)c(OC)c(OC)c3)c3ccccc3C(=O)N2C)cc1 (stereo unspecified)	-5	22	-6	2	13	17
25	C=CCN1C(=O)c2ccc(C(=O)N(CC)CC(=O)Nc3ccc(OC)cc3)cc2C1=O	5	8	0	-25	-10	-2
26	Cc1ccc(Oc2nc(-c3ccccc3)ncc2S(C)(=O)=O)cc1	10	-3	-1	2	-15	14
27	CC(=O)N1CCN(S(=O)(=O)c2cccc(C(=O)OCc3ccc(F)cc3)c2)CC1	0	2	5	11	17	16
28	COc1cc(OC)c(C(=O)Nc2cccc(C(C)=O)c2)cc1OC	-3	-1	-1	-55	-15	-33
29	CCCCN(C(=O)C1CC(=O)N(c2ccc(CC)cc2)C1)c1c(N)n(CCC)c(=O)[nH]c1=O (stereo unspecified)	-11	-7	-12	-22	9	5
30	O=C1C=C(NCC2CCCO2)C2(CCCCC2)O1 (stereo unspecified)	-7	5	2	-8	12	3

nr	NCOA3 inh	COUP-TFII inh	ABHD5-PLIN5 inh	TWEAK Fn14 block	NCOA1 inh
21	-59	-16	4	-12	-57
22	22	15	-3	-1	11
23	4	13	10	-4	10
24	8	-13	-5	1	2
25	4	-7	-2	9	1
26	17	-9	-5	-16	6
27	6	21	4	5	-4
28	-26	-53	0	2	-28
29	1	-4	2	-24	-7
30	1	11	-3	-12	-5

Compounds above with a COOH group, in the order listed:
nr	Compound	TLR9-MyD88 inh	Exocytosis inh	NOD2 RIPK2 PPI	NCOA2 inhibitor	TROY NFkB inh	NR5A2 inv ag
6	COc1ccccc1/C=C/C(=O)NCC(=O)N/N=C/c1ccc(C(=O)O)cc1	11	0	-1	-14	-15	1
19	COc1cccc(OC)c1C(=O)Nc1cccc(C(=O)Nc2cccc(C(=O)O)c2)c1	-1	22	-2	-34	-6	-10

nr	NCOA3 inh	COUP-TFII inh	ABHD5-PLIN5 inh	TWEAK Fn14 block	NCOA1 inh
6	-1	9	13	-1	10
19	1	-24	3	25	0

Remaining list, next part.
nr	Compound	TLR9-MyD88 inh	Exocytosis inh	NOD2 RIPK2 PPI	NCOA2 inhibitor	TROY NFkB inh	NR5A2 inv ag
31	COc1ccc(OCC(=O)Nc2c3c(nn2C(C)(C)C)CS(=O)(=O)C3)cc1	-5	-1	-4	3	-9	-8
32	CC(NC(=O)C1c2ccccc2Oc2ccccc21)C1CCCO1 (stereo unspecified)	6	-1	4	0	-7	-1
33	Cc1nc2c(OCc3ccc(C(F)(F)F)cc3)cccn2c1N(C)Cc1cccs1	nt	6	0	-34	-37	-15
34	CC(C)c1ccc(C2CC(=O)c3cnc(N4CCc5ccccc5C4)nc3C2)cc1 (stereo unspecified)	-5	1	-2	-9	-24	-2
35	COCCCNC(=O)Cc1c(C)c2c(cc(C)c3c(C(C)(C)C)coc32)oc1=O	-5	16	-3	10	-18	22
36	O=C(COc1ccc(Cl)cc1[N+](=O)[O-])N1CCCCCC1	2	7	1	-13	-13	-4
37	O=C(O)Cc1ccc(NC(=S)Nc2cccc(Cl)c2Cl)cc1	-7	10	-9	4	15	12
38	O=C1CCN(C(=S)NCc2ccccc2)CC1	1	-1	6	5	-5	6
39	CS(=O)(=O)N1CCN(C(=O)COc2ccc3ccccc3c2)CC1	-10	0	-9	14	5	-2
40	O=S(=O)(Nc1nccs1)c1ccc(NS(=O)(=O)c2cccs2)cc1	-3	7	-4	-8	-17	8

nr	NCOA3 inh	COUP-TFII inh	ABHD5-PLIN5 inh	TWEAK Fn14 block	NCOA1 inh
31	16	-1	-2	-3	-20
32	11	9	4	-4	3
33	-18	-9	-3	-7	-33
34	-2	-3	9	-8	13
35	-30	-29	1	4	6
36	15	4	5	-7	9
37	-11	10	-5	-13	-32
38	19	3	0	6	2
39	-2	8	-3	-14	-6
40	9	0	7	4	5

The list continues.
nr	Compound	TLR9-MyD88 inh	Exocytosis inh	NOD2 RIPK2 PPI	NCOA2 inhibitor	TROY NFkB inh	NR5A2 inv ag
41	O=C(CCc1nc2ccccc2c(=O)[nH]1)NCc1cccc(Cl)c1	-4	-2	-1	12	9	-19
42	O=C1CCCC2=C1C(c1cccc(Br)c1)n1nc(-c3ccco3)nc1N2 (stereo unspecified)	-24	-6	-1	23	-5	1
43	CCn1cc(CN2CCC(C(=O)Nc3cccc(-c4cccc(Cl)c4)c3)CC2)c(C)n1	-5	47	13	14	-8	-7
44	CC1(C)CC(=O)C2=C(C1)Nc1cc3c(cc1C2c1ccc(F)cc1)OCO3 (stereo unspecified)	3	-1	-11	4	2	9
45	O=C1CCCN1C(=O)COc1ccc([N+](=O)[O-])cc1	-6	6	5	-19	9	-25
46	COc1cccc(NC2=C(NCCO)C(=O)c3ccccc3C2=O)c1	3	-2	14	2	16	14
47	COc1cc2c(cc1OC)CN(C(=O)CCCN1C(=O)c3ccccc3C1=O)CC2	-9	2	-2	-22	4	-12
48	O=C(/C=C/c1ccc(-c2ccccc2[N+](=O)[O-])o1)c1ccc(F)cc1	2	80*	12	-14	-5	-5
49	COc1ccc2nc3c(cc2c1)c(NC(=O)CC(C)C)nn3CC(C)C	5	17	-6	-14	-9	19
50	COc1ccc(NC(C)=O)cc1NC(=O)c1cccc(S(=O)(=O)N2CCc3ccccc32)c1	7	-1	4	3	2	-11

nr	NCOA3 inh	COUP-TFII inh	ABHD5-PLIN5 inh	TWEAK Fn14 block	NCOA1 inh
41	22	-4	-5	2	-5
42	-29	3	1	16	7
43	-2	21	20	-3	-16
44	8	8	0	-3	-5
45	-15	-14	-3	6	-9
46	1	-11	-30	4	-27
47	11	-12	-9	-66	-17
48	-6	2	29*	15	-16
49	-10	28	2	35	0
50	18	6	-4	-14	5

(more compounds)
nr	Compound	TLR9-MyD88 inh	Exocytosis inh	NOD2 RIPK2 PPI	NCOA2 inhibitor	TROY NFkB inh	NR5A2 inv ag
51	Cc1ccc(F)cc1NC(=O)c1cnccn1	2	-5	-3	-19	-12	8
52	COc1cccc(N2CCN(Cc3nc(N)nc(N4CCCc5ccccc54)n3)CC2)c1	6	?	8	-27	1	12
53	c1ccc(N/N=C(\Cc2ncc[nH]2)c2ccccc2)cc1	-14	0	-1	-18	2	-4
54	CC1CCN(C(=O)CSc2nc3c(c(=O)n2C)SCC3)CC1	-8	-7	-5	-5	7	1

nr	NCOA3 inh	COUP-TFII inh	ABHD5-PLIN5 inh	TWEAK Fn14 block	NCOA1 inh
51	20	8	4	2	-3
52	11	4	-2	-13	-6
53	0	-6	7	-18	-7
54	-10	-9	-2	0	-13

An excerpt from above, limited to TLR9-MyD88 inh, NR5A2 inv ag and TWEAK Fn14 block.
| entry | structure | TLR9-MyD88 inh | NR5A2 inv ag | TWEAK Fn14 block |
| --- | --- | --- | --- | --- |
| 51 | Cc1ccc(F)cc1NC(=O)c1cnccn1 | 2 | 8 | 2 |
| 52 | COc1cccc(N2CCN(Cc3nc(N)nc(N4CCCc5ccccc54)n3)CC2)c1 | 6 | 12 | -13 |
| 53 | c1ccc(N/N=C(\Cc2ncc[nH]2)c2ccccc2)cc1 | -14 | -4 | -18 |
